# Bioassay records from PubChem BioAssay.
# Rac1 mut GTP: modulators of GTP binding to human Rac1 activated mutant | P63000 | GST-Rac1 activated beads, fluorescent GTP binding, flow cytometry; actives lie on both sides; 100% means binding = to untreated wells | percent activity (GTP binding), % at 10 µM | hit rate 0.11% among 190,000 | AID 764;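 active = GTP binding at least 20 percentage points away from the 100% baseline, in either direction, so actives lie on both sides; inconclusive = Compound likely fluorescent itself, or too few beads counted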
# Mcl1 Noxa PPI: disrupts binding of human Mcl-1 to Noxa peptide; TR-FRET Mcl-1/Noxa peptide binding, 2 h; hit rate 1.5% among 220,000; inhibition, % at 21.7 µM; Q07820; AID 1022;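 active = compounds that cut the protein-peptide binding signal by more than 50% relative to plate controls in a single-dose test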;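 note: His-tagged Mcl-1 with rhodamine Noxa BH3 peptide and terbium anti-His antibody; 0% = Mcl-1 plus Noxa peptide wells and 100% = peptide-only wells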
# Target sequence (Q07820 whole entry, looked up): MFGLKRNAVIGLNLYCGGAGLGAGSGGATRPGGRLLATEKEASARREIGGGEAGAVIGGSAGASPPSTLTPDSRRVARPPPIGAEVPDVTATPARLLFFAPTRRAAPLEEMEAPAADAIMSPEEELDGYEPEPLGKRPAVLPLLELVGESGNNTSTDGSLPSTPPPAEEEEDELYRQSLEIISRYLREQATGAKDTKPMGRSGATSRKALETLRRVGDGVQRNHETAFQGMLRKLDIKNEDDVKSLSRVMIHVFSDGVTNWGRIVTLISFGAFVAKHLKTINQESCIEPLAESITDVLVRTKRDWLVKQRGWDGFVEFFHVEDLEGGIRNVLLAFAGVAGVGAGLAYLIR
# RGS8-Gao: human RGS8-Galphao interaction regulation | P09471 | multiplexed bead flow cytometry, RGS8-Galphao binding; actives lie on both sides | response (percent of control binding), % at 10 µM | hit rate 0.34% among 220,000 | AID 1423; in the data active = response below about 60% or above about 140%; inactive = in between;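 note: Galphao activated as the GDP aluminium fluoride complex binding bead-coupled RGS8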
# Target sequence (P09471 whole entry, looked up): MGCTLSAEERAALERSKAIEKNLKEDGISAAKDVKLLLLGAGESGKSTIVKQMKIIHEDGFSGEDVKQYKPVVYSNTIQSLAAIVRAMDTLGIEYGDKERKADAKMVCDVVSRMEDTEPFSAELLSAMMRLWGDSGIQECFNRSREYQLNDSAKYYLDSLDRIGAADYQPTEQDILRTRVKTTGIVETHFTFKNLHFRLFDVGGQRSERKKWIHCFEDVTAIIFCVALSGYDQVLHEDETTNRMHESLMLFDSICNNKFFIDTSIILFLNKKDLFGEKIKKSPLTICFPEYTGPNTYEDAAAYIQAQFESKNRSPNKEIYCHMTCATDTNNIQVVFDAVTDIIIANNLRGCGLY
# Cdc42 wt GTP: modulators (inhibitors or activators) of GTP binding to human Cdc42 wildtype; P60953; GST-Cdc42 beads, Bodipy-GTP binding, flow cytometry; actives lie on both sides; percent activity (GTP binding), % at 10 µM; hit rate 0.2% among 190,000;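 active = percent activity GTP binding at least 20 points away from the 100% baseline, either down as inhibitor or up as activator; inconclusive = compound flagged as likely green fluorescent from well-wide comparison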;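 note: median bead fluorescence of bound Bodipy-FL-GTP at 100 nM; 0% = excess unlabeled GTP control and 100% = no compound control; below 100% means less GTP binding so inhibitor and above means activator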
# Target sequence (P60953 whole entry, looked up): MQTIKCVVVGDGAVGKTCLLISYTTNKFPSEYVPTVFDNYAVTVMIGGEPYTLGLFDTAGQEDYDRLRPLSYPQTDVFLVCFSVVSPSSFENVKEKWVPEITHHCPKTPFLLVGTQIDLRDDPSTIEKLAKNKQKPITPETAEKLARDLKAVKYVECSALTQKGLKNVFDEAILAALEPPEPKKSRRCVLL
# HRas wt GTP bind: changes GTP binding to wildtype human HRas | GST-Ras wt beads, Bodipy-FL-GTP binding, flow cytometry; actives lie on both sides | GTP binding activity, % at 10 µM | hit rate 0.14% among 190,000 | AID 759;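 active = GTP binding activity at least 20% away from the 100% baseline, either lowered as inhibitor or raised as activator; inconclusive = flagged as likely green fluorescent, judged across all proteins in the well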;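 note: 0% = unlabeled GTP competition control and 100% = no-compound control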
# Rac1 wt modul: alters GTP binding to wildtype human Rac1. GST-Rac1 beads, fluorescent GTP binding, flow cytometry; actives lie on both sides; 0 = cold GTP competed, 100 = untreated. GTP binding activity (% of control), % at 10 µM. hit rate 0.27% among 190,000;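 active = GTP binding activity at least 20 points away from the 100% control level, either lower or higher; inconclusive = compound flagged as likely green fluorescent, judged across all proteins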
# Pf gamet viab: P. falciparum stage V gametocyte viability inhibition; inhibition, % at 10.9 µM; AID 743093; P. falciparum stage V gametocytes, ATP luminescence, 24 h; hit rate 0.065% among 150,000;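 active = inhibition above the mean plus 3 SD of compounds within the control limits, set per campaign, cut at about 38% in these data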;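 note: 0% = DMSO wells and 100% = medium only without gametocytes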
# Rab7 wt modul: modulators of GTP binding to dog Rab7 wildtype GTPase; GST-Rab7 beads, fluorescent GTP binding, flow cytometry; actives lie on both sides; untreated = 100%, excess cold GTP = 0%; GTP binding activity (percent of control), % at 10 µM; hit rate 0.055% among 190,000; AID 758;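 active = fluorescent GTP binding to Rab7 beads changed by at least 20 points from the 100% baseline, either direction, mostly lower; inconclusive = compound itself probably fluorescent, or too few beads counted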;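 note: median green fluorescence of bound Bodipy-FL-GTP per Rab7 bead population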
# Bim-Mcl-1: inhibitors of Bim-Mcl-1 interaction, human; hit rate 0.1% among 190,000; inhibition, % at 10 µM; Bead-based flow cytometry, Bim peptide-Mcl-1 binding; in the data active = inhibition above about 40%;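 note: 0% = no compound tracer wells and 100% = peptide blocker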
# Rab2 wt GTP: changes GTP binding to wildtype dog Rab2A, up or down. hit rate 0.19% among 190,000. GST-Rab2 wt beads, Bodipy-GTP binding, flow cytometry. AID 760. GTP binding activity, % at 10 µM;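 active = GTP binding activity at least 20 points away from 100%, either lowered or raised; inconclusive = signal likely due to the compound's own green fluorescence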;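 note: 0% = beads with excess unlabeled GTP and 100% = no-compound control corrected for plate trend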
# Mcl1-Bid inh: disrupts binding of human Mcl-1 to Bid peptide | TR-FRET Mcl-1/Bid-Dy647 peptide binding, 1536-well | AID 1021 | inhibition, % at 21.7 µM | Q07820 | hit rate 0.97% among 220,000;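 active = compounds that cut the binding signal by more than half at the single screening dose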;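 note: His-tagged Mcl-1 with europium anti-His antibody binding Bid BH3 peptide; 0% = Mcl-1 plus peptide wells and 100% = peptide-only wells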
# The depositor's hits bear a star; ? = inconclusive; . = not tested or not shown. Rows are unselected; overall some 2.9% were active at least once.
SMILES,Rac1 mut GTP,Mcl1 Noxa PPI,RGS8-Gao,Cdc42 wt GTP,HRas wt GTP bind,Rac1 wt modul,Pf gamet viab,Rab7 wt modul,Bim-Mcl-1,Rab2 wt GTP,Mcl1-Bid inh
CCOC(=O)C1(Cc2ccccc2C(F)(F)F)CCN(C2CCN(C(C)=O)CC2)CC1,95.0,5.0,103.0,96.0,98.0,98.0,0.6,100.0,-4.0,98.0,-19.5
COc1ccccc1NC(=O)NCCC1=CCCCC1,92.0,-2.7,101.2,93.0,96.0,99.0,11.9,96.0,-4.0,97.0,-35.3
O=C(COc1ccccc1)N1CCN(c2ccccc2)CC1,98.0,11.6,104.0,99.0,96.0,102.0,.,92.0,1.0,96.0,-3.5
CCCN1C(=O)/C(=C2\SC(N3CCCCC3)=NC2=O)c2ccccc21,98.0,40.2,101.1,100.0,101.0,103.0,.,101.0,-3.0,99.0,-10.9
CC(=O)Nc1ccc(S(=O)(=O)N2CCSC2c2ccc(C)cc2)cc1 (stereo unspecified),98.0,31.2,99.3,99.0,99.0,100.0,-2.8,99.0,3.0,97.0,0.7
COC(=O)c1[nH]c2cccc(C)c2c1NC(=O)CN1CCN(c2ccccc2OC)CC1,99.0,5.2,99.4,102.0,100.0,101.0,18.7,99.0,0.0,100.0,-29.0
O=C(Cc1c[nH]c2ccccc12)N/N=C/c1ccc(F)cc1,98.0,7.3,77.9,102.0,102.0,105.0,-16.3,97.0,1.0,100.0,-49.2
CCn1c2ccccc2c2cc(NC(=O)C(=O)NCC3CCCO3)ccc21 (stereo unspecified),89.0,15.7,100.2,89.0,92.0,89.0,.,101.0,0.0,90.0,-4.2
COc1ccc(OCC(O)CN2CCN(c3ccccc3)CC2)cc1 (stereo unspecified),94.0,31.7,103.5,98.0,99.0,102.0,21.2,101.0,0.0,98.0,39.9
Cc1cc(C(=O)N2CCC(Cc3ccccc3)CC2)ccc1[N+](=O)[O-],96.0,-1.8,101.1,97.0,97.0,98.0,-12.3,94.0,0.0,97.0,7.8
Cc1onc(-c2ccccc2)c1C1=N/C(=C\c2ccccc2F)C(=O)O1,92.0,-10.5,101.9,94.0,92.0,97.0,-8.9,88.0,-4.0,92.0,-8.5
O=C(c1ccco1)N1CCN(C(c2ccccc2F)c2nnnn2CC2CCCO2)CC1 (stereo unspecified),98.0,17.5,98.6,101.0,100.0,99.0,-4.7,98.0,0.0,99.0,22.8
O=C(CSc1nnc(-c2ccccc2O)o1)Oc1ccc(OCc2ccccc2)cc1,96.0,-71.5,100.9,99.0,101.0,101.0,-26.0,96.0,1.0,97.0,-26.8
Cc1cc(N2CCOCC2)nc(SCC(=O)c2ccccc2)n1,97.0,4.0,103.0,99.0,99.0,100.0,-21.3,99.0,0.0,99.0,-7.0
Cc1ccc(-c2nc3ncccc3o2)cc1NC(=O)COc1ccccc1,101.0,-16.1,100.3,104.0,102.0,101.0,17.8,103.0,-5.0,102.0,-3.3
COCCNC(=O)c1ccccc1NC(=O)CSc1ccc(C)cc1,94.0,3.7,98.0,100.0,99.0,99.0,.,104.0,0.0,100.0,-50.6
Cc1ccc2nc(SCC(=O)NCc3ccco3)c(C#N)cc2c1,94.0,-24.4,99.8,97.0,97.0,96.0,-3.1,99.0,-4.0,96.0,-5.6
Cc1oc(-c2ccccc2)nc1CS(=O)CC(=O)N1CCc2ccccc2C1 (stereo unspecified),100.0,20.0,97.8,99.0,101.0,102.0,.,101.0,-4.0,100.0,-2.8
CCOC(=O)/C(N=Nc1c(C)n(C)n(-c2ccccc2)c1=O)=C(/O)c1ccccc1,97.0,-16.4,100.4,98.0,99.0,97.0,-9.2,103.0,0.0,99.0,-92.5
COc1ccc(-c2[nH]nc3c2C(c2ccoc2)C(C#N)=C(N)O3)cc1 (stereo unspecified),95.0,4.0,99.1,95.0,96.0,97.0,.,98.0,-4.0,95.0,-16.9
CCOc1ncccc1C(=O)Nc1cccc(C(=O)Nc2cccc(S(=O)(=O)CCO)c2)c1,92.0,-7.2,99.4,95.0,94.0,93.0,16.0,94.0,0.0,91.0,-7.2
CCc1nc(SCc2cccnc2)c2c(=O)n(C)c(=O)n(C)c2n1,99.0,10.8,97.1,98.0,99.0,105.0,.,104.0,1.0,99.0,-3.2
CCSc1ncc(C)cc1[N+](=O)[O-],100.0,4.7,100.2,99.0,101.0,101.0,.,98.0,0.0,98.0,-6.3
CCOc1ccc2nc(SC(C)C(N)=O)[nH]c2c1 (stereo unspecified),99.0,2.2,97.2,101.0,103.0,100.0,.,99.0,-1.0,103.0,-44.8
O=C(NCCc1ccccc1)C1CCN(Cc2ccccc2F)CC1,101.0,7.7,100.7,104.0,104.0,109.0,0.4,104.0,-6.0,99.0,11.3
Cc1ccc([N+](=O)[O-])cc1N=Nc1c(-c2ccc([N+](=O)[O-])cc2)[nH]n(C(N)=S)c1=O,106.0,110.9*,101.6,105.0,102.0,105.0,.,100.0,0.0,103.0,67.8*
CCNc1ccc2c(Cl)cc(=O)oc2c1,98.0,1.4,101.1,97.0,99.0,97.0,19.6,98.0,-1.0,96.0,96.9*
CCN(CC)S(=O)(=O)c1ccc(Cl)c(NC(=O)c2ccccc2C)c1,99.0,-0.6,97.3,97.0,97.0,96.0,13.8,94.0,-5.0,96.0,-8.9
CC(C)c1onc(C(=O)NCc2ccc(F)cc2)c1[N+](=O)[O-],99.0,-7.7,93.9,102.0,101.0,105.0,-5.3,99.0,-2.0,97.0,-20.8
CC(=O)N1CC2(CC(=O)OC(C)C)CN(C(C)=O)CC(CC(=O)OC(C)C)(C1)C2=O,98.0,2.9,103.6,101.0,101.0,104.0,.,99.0,-4.0,100.0,-4.6
Cc1ccc2c(c1)N(Cc1cccc(Cl)c1)C(=O)c1cccnc1O2,102.0,1.2,102.3,105.0,102.0,111.0,13.1,103.0,-3.0,98.0,8.5
COc1cc(C2/C(=C(/O)c3ccc(OCC(C)C)cc3)C(=O)C(=O)N2CCN(C)C)ccc1O (stereo unspecified),104.0,20.7,117.2,110.0,103.0,105.0,13.0,103.0,-1.0,102.0,-63.1
O=C(Nc1ccc(N2CCCCC2)c(Cl)c1)c1cccnc1,101.0,3.0,103.3,106.0,102.0,105.0,.,101.0,4.0,101.0,-8.5
COC(=O)c1ccc(C2c3c(oc4ccc(F)cc4c3=O)C(=O)N2CCO)cc1 (stereo unspecified),98.0,6.9,102.2,101.0,101.0,102.0,0.2,99.0,0.0,100.0,21.6
CCCCN(C)CCNC(=O)C(=O)c1c(C)[nH]c2ccccc12,94.0,-12.1,97.5,95.0,94.0,97.0,25.1,95.0,0.0,98.0,-17.9
CCOC(=O)NN1C(=O)c2ccccc2NC1c1ccc(OC)c(OC)c1 (stereo unspecified),94.0,-3.3,99.9,99.0,98.0,103.0,2.6,98.0,0.0,98.0,-21.7
Cc1cccc(NC(=S)NNC(=O)c2csc3c2CCCC3)c1,95.0,-71.0,94.5,96.0,97.0,96.0,.,91.0,-4.0,92.0,-138.4
O=C(CSc1nnc(-c2ccccc2)n1Cc1ccco1)Nc1ccc(S(=O)(=O)N2CCCC2)cc1,101.0,-9.5,106.5,100.0,100.0,108.0,.,98.0,0.0,99.0,-15.4
O=C(N/N=C/C=C\c1ccccc1[N+](=O)[O-])c1ccco1,94.0,3.8,98.7,96.0,96.0,99.0,2.5,103.0,0.0,96.0,-3.4
CC(C)(C)NC(=O)/C=C/c1cccc(C(F)(F)F)c1,98.0,14.0,100.9,98.0,98.0,103.0,5.7,103.0,-4.0,98.0,9.8
Cn1c(SCc2ccccc2)nnc1-c1ccc2c(c1)OCO2,?,0.0,99.6,?,?,?,0.1,?,-6.0,?,7.3
CC1CN(C(=O)c2cccc(COc3ccc(Br)cc3)c2)CC(C)O1 (stereo unspecified),97.0,-1.0,100.3,99.0,101.0,104.0,5.7,101.0,0.0,98.0,-7.6
Cc1ccc2cccc(OCC(=O)NCc3ccco3)c2n1,96.0,-1.8,103.4,98.0,97.0,97.0,-6.4,95.0,1.0,96.0,-10.3
CCOC(=O)c1c(C)[nH]c(C(=O)/C(C#N)=C/c2ccc(OC)c(OC)c2)c1C,101.0,19.9,101.4,98.0,100.0,101.0,.,102.0,-2.0,100.0,-15.4
COCCN(Cc1cc2cc3c(cc2[nH]c1=O)OCO3)C(=O)c1cccs1,101.0,15.2,101.0,108.0,106.0,106.0,.,104.0,0.0,108.0,2.3

# Individual results from the list.
# Result of CCOc1ncccc1C(=O)Nc1cccc(C(=O)Nc2cccc(S(=O)(=O)CCO)c2)c1 in Mcl1 Noxa PPI: -7.2
# Result of Cc1cc(N2CCOCC2)nc(SCC(=O)c2ccccc2)n1 in Pf gamet viab: -21.3

# Further compounds
SMILES,Rac1 mut GTP,Mcl1 Noxa PPI,RGS8-Gao,Cdc42 wt GTP,HRas wt GTP bind,Rac1 wt modul,Pf gamet viab,Rab7 wt modul,Bim-Mcl-1,Rab2 wt GTP,Mcl1-Bid inh
O=C(Nc1ccccn1)c1ccc2c(c1)S(=O)(=O)c1ccccc1C2=O,101.0,31.1,106.9,101.0,101.0,102.0,.,99.0,-4.0,99.0,1.6
CCC1Oc2ccc(C)cc2N(CC(=O)NCc2ccco2)C1=O (stereo unspecified),95.0,-3.6,105.8,93.0,100.0,96.0,18.6,104.0,-1.0,96.0,-28.5
CCCNC(=O)c1cc(S(=O)(=O)N2CCc3ccccc32)ccc1F,97.0,-6.5,100.8,102.0,99.0,109.0,.,95.0,-9.0,100.0,3.3
CCC(c1nnnn1CS(=O)(=O)c1ccc(C)cc1)N1CCN(c2nc3ccccc3s2)CC1 (stereo unspecified),?,9.4,100.3,?,?,?,1.9,?,0.0,?,8.7
CCOc1ccc(N(CC(=O)Nc2ccc3c(c2)OCCO3)S(=O)(=O)c2c(C)noc2C)cc1,96.0,14.3,80.3,97.0,97.0,103.0,.,101.0,1.0,98.0,-3.7
Cc1cccc(Oc2nc(CN3CCOCC3)nc3sc4c(c23)CCCC4)c1,101.0,20.6,99.9,94.0,101.0,104.0,5.8,101.0,-2.0,100.0,-11.4
Cc1[nH]n(-c2ccccc2)c(=O)c1-c1cccc(Cl)c1,95.0,-1.2,102.1,96.0,99.0,97.0,.,98.0,0.0,98.0,-20.6
Cc1ccc(NC(=O)Nc2ccc(C(=O)N3CCOCC3)cc2)cc1,100.0,7.6,101.4,103.0,101.0,104.0,11.0,101.0,-4.0,102.0,-25.5
